Source: PubChem
UHRF1 binding = UHRF1 methylated DNA binding inhibitors, primary screen, counter-screen for MBD2 inhibitor project, biochemical, TR-FRET, human UHRF1, single concentration | E3 ubiquitin-protein ligase UHRF1 (Homo sapiens), Q96T88 | UHRF1 binding to methylated oligo | inhibition, % at 4.4 µM | 0.75% of 370,000 active; in the data active = inhibition above about 21%;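 also: UHRF1 SRA domain binding a hemimethylated CpG hairpin DNA probe; 0% = median of test compound wells and 100% = reference inhibitor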
Tn7 DDE FP = inhibitors of Tn7 peptide binding to fibrin DD(E), primary screen, biochemical, fluorescence polarization, human fibrin, Tn7 probe; Fibrinogen beta chain (Homo sapiens), P02675; FP displacement of FITC-Tn7 peptide from fibrin DD(E); 0% = median of compound wells per plate; inhibition, % at 8.3 µM; 0.13% of 370,000 active;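 active = inhibition above the mean of compounds falling within the control limits plus 3 SD of them, cut at about 14% in these data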;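 also: 0% = plate median of compound wells and 100% = 10 µM Aha-Tn7 peptide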
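system = human fibrin DD(E) protein | quantity = DD(E) 2 µM final | medium = Tris/NaCl/CaCl2 buffer, pH 7.8 | also added = labelled Tn7 tracer, 0.1 µM | compound dosing = single point at 8.3 µM | timing = compound with protein 10 min, then 3 h after probe, room temperature | signal = FP measurement | benchmarks = Aha-Tn7 high control | repeats = one replicate per compound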
Tn6 DDE FP = inhibitors of Tn6 peptide binding to fibrin DD(E), primary screen, biochemical, fluorescence polarization, human fibrin, Tn6 probe; Fibrinogen beta chain (Homo sapiens), P02675; 0.21% of 370,000 active; inhibition, % at 8.3 µM; Fibrin DD(E) TRITC-Tn6 fluorescence polarization displacement;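 active = inhibition above a per-campaign cutoff: mean of compounds within control limits plus 3 SD, cut at about 15% in these data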;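 also: 0% = median of all compound wells on the plate and 100% = blocking peptide control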
proKLK7 act = proKLK7 zymogen activators, primary screen, biochemical, fluorescence intensity. purified proKLK7, EDANS-DABCYL substrate fluorescence; 100% is mature enzyme control, 0% vehicle. activation, % at 7 µM. 0.9% of 370,000 active. AID 652039, 2013;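 active = activation above the mean of all tested compounds plus 3 SD, computed per campaign excluding outliers beyond control limits, cut at about 13% in these data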
ASAP1 GAP inh = inhibitors of human ASAP1 ArfGAP activity, primary screen, biochemical, fluorescence polarization | Arf-GAP with SH3 domain, ANK repeat and PH domain-containing protein 1 (Homo sapiens), … | ASAP1-stimulated ARF1 GTP hydrolysis, GDP FP detection | inhibition, % at 16.5 µM | 0.19% of 360,000 active | AID 624377, 2012; in the data active = inhibition above about 25%;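 also: 0% = vehicle with enzyme and substrate and 100% = no enzyme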
Target sequence (Q9ULH1 325-724 limits assumed): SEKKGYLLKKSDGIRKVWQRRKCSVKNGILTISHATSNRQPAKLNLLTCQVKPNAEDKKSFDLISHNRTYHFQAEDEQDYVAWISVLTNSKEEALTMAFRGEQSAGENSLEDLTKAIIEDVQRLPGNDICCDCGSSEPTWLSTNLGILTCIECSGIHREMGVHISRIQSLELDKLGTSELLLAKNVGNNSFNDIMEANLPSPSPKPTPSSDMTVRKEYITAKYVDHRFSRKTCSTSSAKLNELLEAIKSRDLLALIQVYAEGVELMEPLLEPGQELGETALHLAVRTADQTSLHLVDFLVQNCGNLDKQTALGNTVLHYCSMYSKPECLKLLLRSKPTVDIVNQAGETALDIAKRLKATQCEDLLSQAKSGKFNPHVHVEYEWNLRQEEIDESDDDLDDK
MBD2 DNA inh = inhibitors of MBD2 binding to methylated DNA, primary screen, biochemical, TR-FRET, DNA-binding domain, human. Methyl-CpG-binding domain protein 2 (Homo sapiens), Q9UBB5. MBD2 binding to methylated oligonucleotide. inhibition, % at 4.4 µM. 0.31% of 370,000 active; in the data active = inhibition above about 13%
Target sequence (Q9UBB5 whole entry, looked up, the tested form may be a part): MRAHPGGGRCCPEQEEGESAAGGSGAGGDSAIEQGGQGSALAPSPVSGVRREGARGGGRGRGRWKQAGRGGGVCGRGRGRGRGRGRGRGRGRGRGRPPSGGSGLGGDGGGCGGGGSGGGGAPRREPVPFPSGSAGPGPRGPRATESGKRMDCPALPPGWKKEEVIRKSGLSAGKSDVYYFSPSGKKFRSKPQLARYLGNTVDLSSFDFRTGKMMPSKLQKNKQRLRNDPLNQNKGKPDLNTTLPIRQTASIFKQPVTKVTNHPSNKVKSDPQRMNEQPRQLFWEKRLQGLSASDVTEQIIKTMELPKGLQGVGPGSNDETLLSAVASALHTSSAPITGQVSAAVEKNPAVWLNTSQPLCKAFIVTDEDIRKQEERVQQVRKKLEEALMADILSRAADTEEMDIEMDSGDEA
ADAM17 inh = ADAM17 inhibitors, primary screen, biochemical, QFRET. recombinant ADAM17, EDANS/DABCYL FRET peptide cleavage. Disintegrin and metalloproteinase domain-containing protein 17 (Homo sapiens), P78536. AID 720648, 2013. 0.83% of 370,000 active. inhibition, % at 6.95 µM;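 active = inhibition above the mean of compounds lying between control limits plus 3 SD, set per campaign, cut at about 8.5% in these data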;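 also: 0% = DMSO-only wells as the low control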
PLCb3 inh = human PLC-beta3 inhibitors, primary screen, biochemical, fluorescence. 1-phosphatidylinositol 4,5-bisphosphate phosphodiesterase beta-3 (Homo sapiens), Q01970. Purified PLC-beta3, fluorogenic substrate. inhibition, % at 12.2 µM. 0.18% of 370,000 active. AID 720704, 2013; in the data active = inhibition above about 11%;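 also: 0% = median of compound wells on plate and 100% = full blocker control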
ARFGAP1 inh = inhibitors of rat ARFGAP1 GAP activity, primary screen, biochemical, fluorescence polarization, GDP tracer | inhibition, % at 16.5 µM | ADP-ribosylation factor GTPase-activating protein 1 (Rattus norvegicus), Q62848 | 0.26% of 360,000 active | AID 651572, 2012 | Arfgap1-stimulated ARF1 GTP hydrolysis, GDP FP detection;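 active = inhibition above a per-plate limit, mean inhibition of low control wells plus 3 SD, cut at about 25% in these data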;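 also: 0% = DMSO wells with enzyme and 100% = wells lacking Arfgap1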
Target sequence (Q62848 1-136 limits assumed): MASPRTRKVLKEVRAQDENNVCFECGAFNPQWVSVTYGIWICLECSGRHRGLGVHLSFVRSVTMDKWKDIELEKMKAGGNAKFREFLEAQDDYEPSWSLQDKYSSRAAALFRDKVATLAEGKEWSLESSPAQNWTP
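Material: truncated rat Arfgap1 GAP domain; Incubation: compound-enzyme preincubation 20 min, reaction 120 min, detection 60 min, 25 °C; Read-out: percent inhibition of Arfgap1-stimulated GTP hydrolysis; Technique: FP, GDP Alexa 633 tracer displaced from anti-GDP antibody, 620/688 nm; Controls: No-Arfgap1 wells (100%) versus DMSO full-reaction wells (0%); Replication: single well per compound.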
PLCg1 inh = PLC-gamma1 enzyme inhibitors, primary screen, biochemical, fluorescence, purified enzyme; 1-phosphatidylinositol 4,5-bisphosphate phosphodiesterase gamma-1 (Homo sapiens), P19174; fluorogenic substrate; inhibition, % at 12.2 µM; 0.84% of 370,000 active; AID 720700, 2013; in the data active = inhibition above about 9.5%
Starred values were filed as active, the others as inactive; i = inactive; · = no result given.

SMILES	UHRF1 binding	Tn7 DDE FP	Tn6 DDE FP	proKLK7 act	ASAP1 GAP inh	MBD2 DNA inh	ADAM17 inh	PLCb3 inh	ARFGAP1 inh	PLCg1 inh
COc1ccc(NC(=O)c2nc[nH]c2C(=O)NCC(=O)OC(C)(C)C)cc1	0.5	-3.8	-3.0	-0.3	-2.2	0.1	5.7	0.2	-3.6	0.9
N#Cc1cccc(NC(=O)CSc2ccc3c4c(cccc24)C(=O)c2ccccc2-3)c1	-6.9	-8.9	-0.4	-0.6	100.1*	-2.9	-4.5	-74.4	23.9	-61.2
Cc1cc(Nc2ccc(C)c(C)c2)n2ncnc2n1	2.6	4.2	-6.9	0.3	11.6	8.0	-0.2	-3.0	-1.6	1.8
CC(=O)Nc1sc(C)c(C)c1C(=O)OCC(=O)N(C)c1c(N)n(Cc2ccccc2)c(=O)[nH]c1=O	-4.6	8.1	3.8	-0.6	-0.5	-3.4	-5.2	-4.1	-12.2	0.7
COc1cc(O)c(C(CC(=O)N2CCOCC2)c2cc(OC)c(OC)c(OC)c2)c(OC)c1 (stereo unspecified)	1.0	3.9	-6.5	0.6	-1.3	0.7	-6.0	-0.7	-6.6	-0.6
COc1cccc(NC(=O)c2ncc(Cl)c(Cl)c2Cl)c1	-1.8	7.0	0.2	0.0	-18.1	2.2	-3.6	-6.3	-4.1	1.8
Cc1cc(C)n(C(=O)Cn2nc(C(F)F)cc2C)n1	-2.1	-5.2	14.3	0.1	4.4	-1.3	1.7	-0.5	16.6	-2.8
CC(C)CNC(=O)OCc1cn(Cc2cc(F)ccc2F)nn1	-1.1	-0.4	9.0	-0.1	·	-2.1	-6.7	-3.2	·	-0.3
CCN1CCN(c2nnc(-c3ccc(C)cc3)c3ccccc23)CC1	2.6	-7.2	-2.0	0.0	0.1	-3.1	0.1	-5.6	4.6	2.2
CCN(CC)C(=O)Cn1cc(S(=O)(=O)CC(=O)N2CCOCC2)c2ccccc21	2.1	4.5	4.8	-0.6	-8.3	-2.4	-4.3	-4.6	-11.6	-0.1
COc1ccc(-c2ccc3c(n2)CCCN3Cc2ccccc2C(F)(F)F)cc1	-3.9	5.0	6.0	18.5*	-8.6	-3.7	-332.7	i	-6.4	i
Cc1ccc(NNC(=O)c2snnc2C)cc1Cl	-0.2	1.0	-5.1	-0.4	-2.3	-4.2	-2.8	-2.3	-1.1	0.4
Cc1[nH]c2ccccc2c1SCCNC(=O)c1ccc(S(=O)(=O)N2CCCC2)cc1	-1.4	-0.1	-6.7	0.4	2.4	-2.7	0.6	1.6	-1.8	1.9
CCSc1nnc(NC(=O)c2nc(S(=O)(=O)Cc3ccc(F)cc3)ncc2Cl)s1	-0.3	1.8	11.1	0.3	6.8	-1.4	-1.8	-10.2	-0.8	-5.0
CC(C)(C)c1nnc(N/N=C/c2cc(Br)ccc2O)n(N)c1=O	-8.6	1.9	7.8	-0.9	0.7	-7.7	3.0	-6.5	-3.9	-7.2
O=C(NCc1ccccn1)C1CCC(CNS(=O)(=O)c2cccc3nsnc23)CC1 (stereo unspecified)	-2.8	-4.3	6.5	-0.6	-2.9	-0.8	-1.2	10.4	-12.2	9.4
CCSC1=NCN(CCCC(=O)O)CN1	-0.9	3.2	-5.6	0.0	-6.2	0.9	-3.3	2.1	-8.3	2.9
COc1ccc(OCCSc2n[nH]c(N)n2)cc1	1.3	1.5	3.0	0.5	-2.5	4.5	-2.8	1.9	-5.3	-1.2
Cc1ccc(S(=O)(=O)N2[C@H](CC(=O)c3ccc(Cl)c(Cl)c3)OC[C@@H]2C(C)C)cc1	2.6	2.9	-6.4	0.5	7.3	-6.9	4.2	1.8	10.1	5.6
O=C(NNC(=S)NCc1ccccc1)c1cccnc1	1.0	0.1	2.5	-1.1	12.7	-3.4	-2.9	-4.9	14.9	5.0
CCCc1cc(=O)oc2cc(OCC(=O)N3CCC(C(N)=O)CC3)ccc12	-1.6	-4.4	-0.4	0.7	5.9	-4.9	-48.5	-10.7	-8.9	-11.9
O=C(CCN1CCN(c2ccccc2)CC1)Nc1ccc(Cl)cc1	-0.1	2.9	3.5	0.1	-5.9	1.4	-4.6	-0.9	6.4	0.4
Brc1ccc(-c2n(-c3ccccn3)c3ccccc3[n+]2-c2ccccn2)cc1	-0.1	-1.5	5.6	0.4	-13.2	27.6*	1.6	-5.6	0.4	2.4
O=C(OCc1cccc([N+](=O)[O-])c1)c1cc2ccccc2oc1=O	-3.4	7.0	6.1	-0.3	-3.0	-5.1	-3.8	-6.6	3.3	-2.4
Cc1cc(NC(=O)/C=C/c2cccc(F)c2)n(-c2nc3ccccc3[nH]2)n1	2.0	-8.6	-10.7	-0.7	11.1	2.8	1.9	0.5	2.9	-0.4
O=C(CN(Cc1ccco1)C(=O)c1ccc([N+](=O)[O-])cc1)Nc1ccccc1C(F)(F)F	-2.2	-7.4	12.7	-0.1	-1.4	0.4	0.0	-6.9	-12.0	-3.5
CC1CCC(C(C)C)C(=O)/C1=C/c1ccc(N)cc1 (stereo unspecified)	6.8	-1.5	-2.7	0.7	-7.7	-2.3	-2.5	-24.4	1.5	-43.3
COc1cccc(N2CCN(C(=O)c3cc(C)oc3C)CC2)c1	1.8	-4.3	0.3	-0.3	6.4	-1.0	1.8	-10.0	-10.2	5.4
Cc1onc(-c2ccccc2Cl)c1C(=O)Nc1nnc(-c2ccc(Br)cc2)s1	-1.6	2.2	-20.6	-0.9	9.9	-0.8	-32.4	-134.5	7.1	-113.9
Cc1cc(=O)n2[nH]c(-c3ccc(C(C)(C)C)cc3)cc2n1	-1.3	1.6	1.7	-1.4	17.2	1.7	-9.2	-6.1	-1.9	-1.0
NC(c1csc(Nc2ncccn2)n1)c1ccccc1Cl (stereo unspecified)	0.3	3.4	-2.1	-0.2	1.0	-0.2	3.1	10.5	1.1	11.8*
NC(=O)CSc1cn(Cc2ccccc2)c2ccccc12	-0.1	0.5	6.7	-1.6	-5.0	1.6	-27.5	-8.7	3.4	-11.2
O=C(NC1CCCCC1)c1ccc(S(=O)(=O)N2CCOCC2)cc1	-1.8	-0.4	0.9	-0.3	0.2	-3.9	4.2	4.7	8.3	0.8
O=C(CN1CCCc2ccccc21)N1CCc2ccccc21	1.5	2.7	-1.9	0.2	9.1	1.2	-5.4	-13.6	0.1	-3.8
O=C(COC(=O)c1ccccc1)Nc1ccccc1Sc1ccccc1	2.1	-7.4	-4.8	-0.1	-0.6	-1.1	10.0*	0.1	17.4	-1.1
Cc1nc2cc(-c3ccccc3)nn2c(N)c1-c1ccccc1	-2.2	5.2	0.1	-1.1	11.0	2.5	-13.1	-25.0	-11.6	-15.3
CCCN1CCC(NC(=O)Nc2ccccc2C(=O)OC)CC1	-2.0	-4.6	-2.4	-0.4	-5.1	-1.4	-5.0	-0.9	0.1	-2.5
Cn1nc(C(=O)Nc2cccc(Cl)c2)cc1C(=O)Nc1cccc(Cl)c1	-0.4	3.0	-0.2	-0.2	-6.3	-0.1	-3.7	0.1	-1.8	3.9
O=S(=O)(NCCc1cn2ccccc2n1)c1ccc(-c2ccccc2)cc1	-4.6	5.1	-3.6	-0.1	1.9	-7.2	-2.6	-11.5	-3.5	0.1
O=[N+]([O-])c1ccc(CSCc2ccc([N+](=O)[O-])cc2)cc1	1.2	5.5	-11.6	0.9	-6.3	6.9	-2.4	-2.0	-14.8	0.7
c1ccc2c(c1)ccc1nnc(-c3ccc4c(c3)OCO4)n12	1.3	0.7	3.7	0.3	-8.7	-5.0	-12.6	-64.7	5.9	-47.1
O=C(c1ccncc1)N1CCN(S(=O)(=O)c2ccc3ccccc3c2)CC1	0.1	9.7	-2.8	0.1	11.5	4.7	-3.0	4.0	2.8	1.0
CCC[C@H]1CN(c2ccc(Br)cc2)C(=O)[C@@H]1CC(=O)Nc1ccccc1	-0.9	0.8	-7.5	0.9	-9.2	-0.6	18.2*	5.4	-6.4	5.1
COc1ccc(C(=O)CSc2nnc(C(CO)NC(=O)c3ccc(OC)cc3)n2C)cc1 (stereo unspecified)	-1.3	0.6	-8.3	0.0	-2.8	0.1	-0.9	5.1	-3.6	4.1
COc1ccc2cc(C3C(C#N)=C(N)OC(C)=C3C(C)=O)c(Cl)nc2c1 (stereo unspecified)	-2.9	-0.3	6.5	2.5	-3.4	-1.4	-17.3	-59.0	-0.9	-48.8
COc1ccc(S(=O)(=O)N[C@@H](Cc2ccc(Cl)cc2)C(=O)N2CC[C@@]3(O)CCCC[C@H]3C2)cc1	-2.1	6.2	1.1	0.0	-5.6	-1.6	-3.4	-1.6	5.0	-3.9
COc1ccc(N2CCN(C(=O)CN(Cc3ccc(Cl)cc3)S(C)(=O)=O)CC2)cc1	7.0	-4.2	-3.5	0.7	-2.0	-5.2	-1.8	0.9	8.1	-0.1
O=C(c1ccco1)N1CCN(C(c2ccc(F)cc2)c2nnnn2CC2CCCO2)CC1 (stereo unspecified)	-2.4	-1.9	-4.6	0.4	15.1	3.6	1.3	2.6	7.7	2.0
Cc1ccc(NC(=O)C(C)[n+]2ccccc2)cc1[N+](=O)[O-] (stereo unspecified)	-4.0	-1.8	2.8	0.0	-6.3	3.5	-1.5	2.2	-17.7	0.5
CS(=O)(=O)c1ccccc1C(=O)Nc1ccc2sccc2c1	5.3	4.3	7.3	0.2	-2.0	-0.2	-0.5	-5.7	0.7	0.4

A draw from above in order of SMILES length, ascending.
SMILES	UHRF1 binding	Tn7 DDE FP	Tn6 DDE FP	proKLK7 act	ASAP1 GAP inh	MBD2 DNA inh	ADAM17 inh	PLCb3 inh	ARFGAP1 inh	PLCg1 inh
COc1ccc2cc(C3C(C#N)=C(N)OC(C)=C3C(C)=O)c(Cl)nc2c1 (stereo unspecified)	-2.9	-0.3	6.5	2.5	-3.4	-1.4	-17.3	-59.0	-0.9	-48.8
O=C(c1ccco1)N1CCN(C(c2ccc(F)cc2)c2nnnn2CC2CCCO2)CC1 (stereo unspecified)	-2.4	-1.9	-4.6	0.4	15.1	3.6	1.3	2.6	7.7	2.0
COc1ccc(S(=O)(=O)N[C@@H](Cc2ccc(Cl)cc2)C(=O)N2CC[C@@]3(O)CCCC[C@H]3C2)cc1	-2.1	6.2	1.1	0.0	-5.6	-1.6	-3.4	-1.6	5.0	-3.9
